Screening results: PubChem, Sanford-Burnham Center for Chemical Genomics
MIN6 prolif: inducers of MIN6 beta-cell proliferation, primary screen, ATP luminescence, uHTS. proliferation, % at 10 µM. AID 2380, 2010. actives 0.29% (n = 330,000). MIN6 cells proliferation, ATPlite luminescence, 48 h; cells starved in 0.2% serum; 100% = growth in 10% serum;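 active = compounds whose signal lies at least 3.5 SD above the mean of all wells on their plate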;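 note: 0% = DMSO-treated cells in low-serum medium and 100% = 10% serum control; some compounds called inactive have numbers as strong as hits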
MPTP block: mitochondrial permeability transition pore inhibitors, primary screen, biochemical, isolated mouse mitochondria, absorbance | Ca2+ swelling absorbance, 30 min | inhibition, % at 10 µM | actives 1.4% (n = 360,000) | AID 602449, 2012;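 active = inhibition of 50% or more, scaled per plate between neutral and stimulator controls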;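 note: 0% = DMSO wells given calcium and 100% = 1 mM EGTA wells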
APJ antagonist: antagonists of human apelin receptor APJ, primary screen, CHO-K1 cells, beta-arrestin complementation, luminescence; inhibition, % at 20 µM; P35414; AID 2521, 2010; actives 0.32% (n = 330,000);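 active = inhibition above about 40% at 20 µM, limit read from the data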;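 note: cells challenged with 10 nM apelin-13 agonist together with compound; plate controls were apelin-13 plus DMSO wells for no effect and DMSO wells lacking apelin-13 for full effect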
Target sequence (P35414 whole entry, looked up): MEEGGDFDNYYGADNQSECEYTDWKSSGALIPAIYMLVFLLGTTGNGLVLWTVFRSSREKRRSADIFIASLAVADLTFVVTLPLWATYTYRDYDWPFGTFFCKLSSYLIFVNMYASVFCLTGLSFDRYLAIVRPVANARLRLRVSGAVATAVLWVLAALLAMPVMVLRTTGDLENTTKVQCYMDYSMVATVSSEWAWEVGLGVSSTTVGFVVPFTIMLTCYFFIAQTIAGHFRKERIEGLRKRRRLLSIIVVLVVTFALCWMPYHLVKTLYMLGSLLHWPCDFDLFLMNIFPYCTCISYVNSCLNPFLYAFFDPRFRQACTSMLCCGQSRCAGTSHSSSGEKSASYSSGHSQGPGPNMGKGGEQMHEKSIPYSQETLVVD
TIM10 inh: growth inhibitors of isogenic TIM10 control yeast, primary screen, counter-screen for tim10-1 yeast inhibitor project, luminescence, uHTS; S. cerevisiae TIM10 strain growth, BacTiter-Glo luminescence, 24 h; actives 1.4% (n = 330,000); inhibition, % at 10 µM;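 active = inhibition of 40% or more at the single tested concentration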;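 note: wild-type TIM10 isogenic control strain grown at permissive 25 °C; 0% = DMSO yeast wells and 100% = minimal medium wells without yeast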
tim10-1 inh: growth inhibitors of tim10-1 mutant yeast, primary screen, luminescence, uHTS. S. cerevisiae tim10-1 ts strain growth, BacTiter-Glo, 24 h. inhibition, % at 20 µM. actives 2.2% (n = 330,000). AID 463190, 2010;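 active = inhibition of at least 40%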;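 note: mutant grown at 25 °C; 0% = DMSO wells with yeast and 100% = wells holding no yeast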
APJ ag: agonists of human apelin receptor APJ, primary screen, CHO-K1 cells, PathHunter beta-arrestin, luminescence | activation, % at 20 µM | 0% DMSO wells, 100% apelin | actives 0.11% (n = 330,000) | P35414;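 active = activation more than six SD over the plate average, tested at 20 µM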;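 note: 0% = DMSO alone and 100% = apelin-13 at 10 nM; some results filed as inactive read as strong as hits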
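Material: CHO-K1 APJ beta-arrestin complementation cell line; Input: cell density 1000 per well; Incubation: compound stimulation 90 min at 25 °C, detection 60 min; Signal: luminescence from split beta-galactosidase complementation, Galacton Star/Emerald II substrate; Controls: DMSO-only wells as negative, 10 nM Apelin-13 as positive control.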
NALP3 yeast inh: NALP3 inflammasome inhibitors in reconstituted yeast, primary screen, luminescence, uHTS | Yeast reconstituted NLRP3/ASC/caspase-1, beta-gal luminescence, 24 h | inhibition, % at 10 µM | actives 0.39% (n = 330,000);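 active = inhibition of 50% or more; inactive = inhibition below 50%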;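 note: plate controls were induced DMSO wells for no effect and uninduced yeast grown without galactose for full effect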
GRIN3A LBD mod: binders of NR3A ligand-binding domain, primary screen, biophysical, differential scanning fluorimetry, uHTS. Glutamate receptor ionotropic, NMDA 3A (GRIN3A) ligand-binding domain. NR3A LBD differential scanning fluorimetry, Tm shift; 0% = protein alone, 100% = glycine-bound protein. Tm shift relative to glycine control, % at 25 µM. actives 2.5% (n = 340,000). AID 1259313, 2017;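 active = melting temperature shift of at least 10% of the positive control shift, at one fixed dose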
tim23-1 inh: growth inhibitors of tim23-1 mutant yeast, primary screen, luminescence, uHTS; actives 1.3% (n = 330,000); inhibition, % at 20 µM; S. cerevisiae tim23-1 growth, BacTiter-Glo luminescence, 24 h;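 active = growth inhibition of the mutant yeast at or above 50%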;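 note: temperature-sensitive mutant grown at 25 °C; plate controls were DMSO-treated mutant yeast for no effect and medium wells lacking yeast for full effect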
* = called active by the depositor; / = no result given.

#1 COC(=O)c1ccc(Oc2ccc(C(F)(F)F)cn2)cc1
#2 O=C1N=C2SCCN2/C1=C\c1ccccc1Cl
#3 CCOc1ccc(S(=O)(=O)N2CCCC(C(=O)N3CCN(c4ccccc4)CC3)C2)cc1 (stereo unspecified)
#4 O=C(CN1C(=O)CSc2ccccc21)NCCC1=CCCCC1
#5 O=[N+]([O-])c1ccc(Cc2cncc(O)c2)cc1
#6 CNS(=O)(=O)c1cc(Br)ccc1S(=O)c1ccccc1C(=O)O (stereo unspecified)
#7 C#CCNC(=O)C1CCN(c2cc(C)nc(-c3ccccc3)n2)CC1
#8 Cc1ccccc1CC1(CO)CCCN(Cc2cn[nH]c2-c2ccccc2)C1 (stereo unspecified)
assay / compound	1	2	3	4	5	6	7	8
MIN6 prolif	4	-4	-2	-3	-5	2	-3	-1
MPTP block	-0.5	0.6	1.4	1.4	-0.6	2.5	-0.6	-0.3
APJ antagonist	5	-9	15	13	-29	6	9	10
TIM10 inh	-14	-2	-7	3	-16	-14	-2	-10
tim10-1 inh	3	-33	18	21	16	-11	-13	17
APJ ag	-4	-3	-1	-3	-5	0	-7	-2
NALP3 yeast inh	15	-1	8	21	20	-5	12	-7
GRIN3A LBD mod	0	1	-1	-1	0	1	-1	1
tim23-1 inh	7	-8	23	20	13	16	22	-4

The closing 4 records of the section above lead into the next:
#5 O=[N+]([O-])c1ccc(Cc2cncc(O)c2)cc1
#6 CNS(=O)(=O)c1cc(Br)ccc1S(=O)c1ccccc1C(=O)O (stereo unspecified)
#7 C#CCNC(=O)C1CCN(c2cc(C)nc(-c3ccccc3)n2)CC1
#8 Cc1ccccc1CC1(CO)CCCN(Cc2cn[nH]c2-c2ccccc2)C1 (stereo unspecified)
#9 COc1cc(OC)cc(C(=O)Nc2nc(-c3ccccc3)c(-c3ccccc3)o2)c1
#10 CC(=O)Nc1nnc(C2=COCCO2)o1
#11 COc1ccc(OC)c(-c2csc(NC(=O)CSc3ccccc3)n2)c1
#12 OCCOCCn1c(C(CO)Nc2nc(-c3ccc(F)cc3)cs2)nc2ccccc21 (stereo unspecified)
#13 COc1cc(S(=O)(=O)NCc2ccccc2)ccc1Br
#14 CC(NC(=O)COC(=O)c1ccc(OCC2CCCO2)cc1)c1ccccc1Cl (stereo unspecified)
#15 N#Cc1ccc(OCC(O)CN2CCN(C(c3ccccc3)c3ccccc3)CC2)cc1 (stereo unspecified)
#16 N#CCc1ccc(NC(=O)Nc2cccc(Cl)c2)cc1
assay / compound	5	6	7	8	9	10	11	12	13	14	15	16
MIN6 prolif	-5	2	-3	-1	-6	2	-3	-1	0	-2	0	-5
MPTP block	-0.6	2.5	-0.6	-0.3	6.1	-3.5	2.7	-0.6	0.5	0.2	1.1	90*
APJ antagonist	-29	6	9	10	10	2	-6	-4	-2	14	2	-14
TIM10 inh	-16	-14	-2	-10	21	-6	11	-4	19	14	5	4
tim10-1 inh	16	-11	-13	17	44*	3	15	-2	22	32	-4	3
APJ ag	-5	0	-7	-2	-3	2	-7	-3	1	-1	-1	5
NALP3 yeast inh	20	-5	12	-7	-24	16	20	-5	13	2	20	23
GRIN3A LBD mod	0	1	-1	1	-4	1	5	1	-1	0	-1	26*
tim23-1 inh	13	16	22	-4	10	7	32	-2	26	40	-5	0

Along the list, as entered above.
tim23-1 inh, nos. 10–16 → 7, 32, -2, 26, 40, -5, 0
tim10-1 inh, nos. 10–16 → 3, 15, -2, 22, 32, -4, 3

(further entries)
#17 CCOC(=O)C1CCN(Cc2cc(Cl)c3ccccc3c2O)CC1
#18 C/C(CC(O)c1ccc2ccccc2n1)=N/O (stereo unspecified)
#19 COCC(=O)Nc1sc2c(c1C(=O)OC)CCCC2
#20 CCCCn1c(CNC(=O)CC)nc2ccccc21
#21 CCN1CCN(c2nc(N)c([N+](=O)[O-])c(Nc3ccc(C)cc3)n2)CC1
#22 C=CCNC(=O)CSc1nnc(-c2ccccc2Br)n1-c1cccc(C(F)(F)F)c1
#23 CN1CCN(C2=Nc3ccccc3Oc3ccc(Cl)cc32)CC1
#24 CCCCCCSc1ccc([C@@H]2[C@@H]3C(=O)N(C)C(=O)[C@@H]3[C@]3(C(=O)OC)CCCCN23)cc1
assay / compound	17	18	19	20	21	22	23	24
MIN6 prolif	-4	0	7.7*	3	-1	0	-2	-6
MPTP block	-0.5	-0.8	0.8	0.2	0.8	1.5	0.9	-0.9
APJ antagonist	-39	-10	4	9	1	5	20	4
TIM10 inh	25	-1	12	-8	12	2	6	4
tim10-1 inh	29	6	30	-5	11	23	-17	2
APJ ag	0	-2	-2	-1	2	-2	-1	-3
NALP3 yeast inh	21	-2	36	6	14	6	33	3
GRIN3A LBD mod	1	0	-1	-6	1	-1	-1	-9
tim23-1 inh	39	1	35	-7	5	24	1	21

#25 Cc1nc2ccccc2c2oc(C(=O)N3CCCC(C)C3)cc12 (stereo unspecified)
#26 O=C(c1cc(S(=O)(=O)N2CCCCC2)ccc1Cl)N1CCOCC1
#27 O=C(CCCOc1ccc(Cl)cc1)NCCc1ccccc1
#28 CCOC(=O)c1sc2cccc(Cl)c2c1N
#29 Cc1nnc(NC(=O)CSc2nccn2-c2ccc(F)cc2)s1
#30 O=C(Cc1ccccc1)Nc1ccc(NC(=O)c2cccs2)c(Cl)c1
#31 N#Cc1ccc(-c2ccc(OCC(=O)NN=Cc3ccncc3)cc2)cc1
#32 COc1ccc(NC(=O)Oc2ccccc2)cc1Cl
assay / compound	25	26	27	28	29	30	31	32
MIN6 prolif	6	-1	0	1	1	-2	0	-4
MPTP block	-1.1	-1.1	4.0	7.0	-0.3	1.1	3.0	-0.4
APJ antagonist	7	4	21	-4	-7	-39	-16	10
TIM10 inh	-5	-14	-8	-1	8	5	-8	-2
tim10-1 inh	37	3	4	19	-3	20	-5	-4
APJ ag	-9	1	-1	1	0	-1	9	4
NALP3 yeast inh	9	-2	40	25	19	21	1	9
GRIN3A LBD mod	-1	1	1	1	0	-7	-2	1
tim23-1 inh	21	-2	20	27	12	25	10	7

#33 O=C(Nc1cccc(Cl)c1)c1cc([N+](=O)[O-])ccc1N1CCN(CCO)CC1
#34 CCOc1ccc(N2CC(O)Cn3c2nc2c3c(=O)n(CCCc3ccccc3)c(=O)n2C)cc1 (stereo unspecified)
#35 C/C(=N\NC(=O)c1cccnc1)c1cccc([N+](=O)[O-])c1
#36 CCc1ccc(C(=O)Nc2cc(C)on2)o1
#37 Cc1cc(-c2nnc(-c3cccc(C(F)(F)F)c3)o2)no1
#38 COc1cc(Cl)c(S(=O)(=O)NCCCn2ccnc2)cc1Cl
#39 O=S(=O)(Nc1ccc2c(c1)OCCO2)c1cccc2cccnc12
#40 CCC(NC(=O)CC[C@H]1O[C@@H](n2cc(C)c(=O)[nH]c2=O)C[C@@H]1O)c1ccccc1 (stereo partly specified)
assay / compound	33	34	35	36	37	38	39	40
MIN6 prolif	0	-4	0	0	-2	0	-2	/
MPTP block	1.5	-0.3	0.5	0.0	2.5	0.4	-1.1	-1.4
APJ antagonist	7	-1	18	21	5	13	7	/
TIM10 inh	2	0	-4	8	19	-15	11	-10
tim10-1 inh	7	10	1	-16	22	-24	22	13
APJ ag	-3	-1	-1	-4	10	2	-2	/
NALP3 yeast inh	-6	8	12	8	15	18	1	/
GRIN3A LBD mod	4	0	0	-1	1	2	1	2
tim23-1 inh	9	4	11	-5	6	-15	20	31

#41 Cc1nc2c(C(=O)O)cnn2c(C)c1Cc1ccccc1F
#42 CCOC(=O)N1CCN(C(=O)C2CC(=O)N(Cc3ccc(OC)cc3)C2)CC1 (stereo unspecified)
#43 CC(=O)Nc1ccc(NC(=O)CSc2ncnn2-c2ccccc2)cc1
#44 CCN(C[C@H]1N[C@@](Cc2ccccc2)(C(=O)OC)[C@H]2C(=O)N(C)C(=O)[C@@H]12)C(C)=O
#45 Cc1cc(-c2ccccc2)c(C#N)c(SCC(N)=O)n1
#46 Cc1ccc(S(=O)(=O)Nc2ccccc2F)cc1C(=O)NNC(=O)c1csc(N2CCOCC2)n1
#47 COc1ccc(Nc2nc(N)c([N+](=O)[O-])c(NCCO)n2)cc1
#48 Brc1ccc(/C=N/Nc2ccccc2)cc1
assay / compound	41	42	43	44	45	46	47	48
MIN6 prolif	6	-1	2	4	-5	3	-1	0
MPTP block	1.5	0.3	-1.4	1.1	-0.7	-0.5	0.4	6.4
APJ antagonist	-5	-4	-15	4	-15	-14	16	12
TIM10 inh	5	3	1	3	-6	6	16	11
tim10-1 inh	3	0	10	12	26	-20	9	15
APJ ag	-4	-4	7	-1	-3	3	-4	-2
NALP3 yeast inh	1	-10	11	6	-1	3	10	21
GRIN3A LBD mod	0	2	-1	-1	0	1	1	20*
tim23-1 inh	11	1	13	8	14	-18	18	28

#49 COc1ccc(NC(=O)CSCc2cc(=O)n3cc(C)sc3n2)cc1
#50 Cc1nnc(SCC(=O)N2c3ccccc3C(C)(c3ccc(Cl)cc3)CC2(C)C)s1 (stereo unspecified)
#51 O=C(/C=C/c1ccc(Br)cc1)Nc1ccc(S(=O)(=O)Nc2ncccn2)cc1
#52 COc1ccc(N2CCN(C(=O)c3sc4nc(-c5ccc(F)cc5)cn4c3C)CC2)cc1
#53 Cc1cc(C(=O)NC(=S)Nc2cccc(C(=O)O)c2C)ccc1[N+](=O)[O-]
#54 Cc1cc(C)c(NC(=O)CO/N=C2\CCCc3nonc32)c(C)c1
#55 Cc1ccc(NC(=O)CN2C(=O)N/C(=C/c3ccco3)C2=O)cc1
#56 CC1CCN(c2nc3c(c(=O)n(C)c(=O)n3C)n2CCSc2nc3ccccc3s2)CC1
assay / compound	49	50	51	52	53	54	55	56
MIN6 prolif	-1	-5	-4	1	-1	-1	-2	-5
MPTP block	-0.9	2.6	0.3	1.7	-1.5	13	-3.5	4.2
APJ antagonist	-12	20	7	2	14	14	28	11
TIM10 inh	10	13	-22	-16	9	0	2	29
tim10-1 inh	7	13	-21	-7	5	6	-6	34
APJ ag	0	-3	-1	3	-1	4	-5	-2
NALP3 yeast inh	13	11	18	14	4	27	1	-2
GRIN3A LBD mod	-3	0	-1	-1	1	-1	1	-2
tim23-1 inh	2	39	-10	5	-10	7	1	10

#57 CCOC(=O)C(O)(CC(=O)c1ccc(Cl)cc1)C(=O)OCC
#58 O=[N+]([O-])c1ccc(C(O)C(CO)NC(=S)Nc2ccccc2)cc1 (stereo unspecified)
#59 COc1ccccc1OCC(=O)NCCS(=O)(=O)N1CCN(c2ccc(F)cc2)CC1
#60 CCC(=O)Nc1cccc(-c2ccc(N3CCN(C)CC3)nn2)c1
assay / compound	57	58	59	60
MIN6 prolif	-2	2	-1	-3
MPTP block	-0.1	5.0	0.6	-1.8
APJ antagonist	-21	1	-2	4
TIM10 inh	-19	2	0	7
tim10-1 inh	12	-10	21	-14
APJ ag	-3	0	-1	-4
NALP3 yeast inh	2	13	-7	9
GRIN3A LBD mod	-3	2	0	1
tim23-1 inh	2	6	13	-11
